RNase H inhibition: RNase H inhibition, HIV 1 Gag Pol polyprotein, FRET biochemical assay, screening (AID 372); HIV-1 RT RNase H, FRET RNA/DNA substrate fluorescence; higher % means a stronger effect; inhibition, % at 10 µM; hits with a dose series show IC50 in µM; 100,000 tested, 0.77% active; in the data active = inhibition above about 50%
Active calls of the source: *. Some of the compounds tested; rates above refer to the full screens.

SMILES	RNase H inhibition
CC1=CC(C)(C)N(CC(=O)c2ccc([N+](=O)[O-])cc2)c2ccc(C)cc21	1%
CCC(CO)N=Cc1c(O)n(-c2c(Cl)cccc2Cl)c2ccccc12 (stereo not drawn)	0%
CCOC(=O)COc1ccc(/C=C(/C#N)C(=O)Nc2ccc(OC)cc2)cc1	0%
CCOc1cc2oc(=O)cc(C)c2cc1CC	8%
Cc1ccc(C(=O)c2ccc(N3CCOCC3)c([N+](=O)[O-])c2)c(C)c1	22%
CCOc1ccc(C(=O)Nc2ccc(-c3nc4cc(C)ccc4o3)cc2)cc1Cl	12%
Cc1ccc(NC(=O)C(=O)NN=C2CCN(C)CC2)cc1C	3%
CC1(C)CC(=O)C2=C(C1)Nc1ccccc1NC2c1ccccn1 (stereo not drawn)	0%
COc1ccc(N2C(=O)C3C(C2=O)N2C(c4ccco4)C4C(=O)N(c5ccc(OC)cc5)C(=O)C4N2C3c2ccco2)cc1 (stereo not drawn)	3%
Cc1ccc(S(=O)(=O)NC(=O)c2ccccc2)cc1C(C)C	7%
C=CCOC(=O)C1=C(C)NC(C)=C(C(=O)OCC=C)C1c1ccc(OC)cc1	0%
Cc1c(Cl)c(C(F)(F)F)nn1CC(=O)Nc1ccc(F)cc1F	8%
O=C(O)c1cc(-c2cn[nH]c2-c2ccccc2)nc2ccc3ccccc3c12	0%
COc1cc(/C=C2\SC(N)=NC2=O)ccc1OCCOc1cc(C)ccc1C	17%
CC1=C(C(=O)OC2CCCCC2)C(c2ccccc2[N+](=O)[O-])C2=C(CCCC2=O)N1 (stereo not drawn)	10%
COc1cc(OC)c(OC)cc1CN1CCN(Cc2ccccn2)CC1	5%
O=C(/C=C/c1ccccc1)OCCN=C1NS(=O)(=O)c2ccccc21	5%
CC1(C)CC(Cc2ccccc2)(C(=O)O)CCO1 (stereo not drawn)	0%
COc1ccc(S(=O)(=O)NNC(=O)C(=O)Nc2ccccn2)cc1	15%
NC(=O)c1ccc(NC(=O)C2COc3ccccc3O2)cc1 (stereo not drawn)	2%
O=C1NC(=S)N(c2ccc(Cl)cc2)C(=O)/C1=C/c1ccc(Oc2ccc([N+](=O)[O-])cn2)cc1	3%
CCOc1ccc2cc(/C=N/Nc3nc(-c4ccccc4)c4cc(Cl)ccc4n3)c(=O)[nH]c2c1	41%
COCCOC(=O)C1=C(C)NC(=S)NC1c1ccc(Cl)cc1 (stereo not drawn)	2%
CC(C)C(NC(=O)CN(c1cccc(Cl)c1)S(C)(=O)=O)C(C)C	0%

Part of the list above, with each value named:
SMILES: NC(=O)c1ccc(NC(=O)C2COc3ccccc3O2)cc1 (stereo not drawn)
  RNase H inhibition: 2%

SMILES: O=C1NC(=S)N(c2ccc(Cl)cc2)C(=O)/C1=C/c1ccc(Oc2ccc([N+](=O)[O-])cn2)cc1
  RNase H inhibition: 3%

Continued:
SMILES	RNase H inhibition
COc1ccccc1Nc1nc(C(F)(F)F)c(-c2ccccc2)s1	16%
O=C(Nc1ccc(/C=C/C(=O)c2cccs2)cc1)c1ccc(Br)cc1	13%
CCCc1c(O)nc(SCCN(CCC)CCC)n(-c2ccccc2)c1=O	0%
C=CC1Oc2ccccc2NC12C=C(C(C)(C)C)C(=O)C(C(C)(C)C)=C2 (stereo not drawn)	14%
Nc1c(Cl)cc(N2C(=O)C=CC2=O)cc1Cl	20%
COc1ccc(N2C(=O)C3C(c4ccccc4C)OC4(C(=O)c5ccccc5C4=O)C3C2=O)cc1 (stereo not drawn)	6%
CCN1C(=O)/C(=C/c2cccc(OCCOc3cc(C)cc(C)c3)c2)SC1=S	0%
CC1=C(C(=O)Nc2cc(Cl)ccc2C)C(c2ccc(Br)c([N+](=O)[O-])c2)NC(=O)N1 (stereo not drawn)	13%
CCOc1ccc(/C=C2/NC(=S)NC2=O)cc1	10%
O=C1CS/C(=N/N=C/c2cn(Cc3ccc(Cl)cc3)c3ccccc23)N1	0%
Cc1c(OCC(=O)c2ccc(Cl)cc2)ccc2c3c(c(=O)oc12)CCC3	17%
CCOc1cccc(C(=O)Nc2cc3nn(-c4ccc(C)cc4)nc3cc2C)c1	6%
O=S(=O)(c1ccc2ccccc2c1)N(CC(O)CN1CCCCC1)c1ccccc1 (stereo not drawn)	10%
COc1ccccc1N=C(NOC(C)=O)c1nonc1N	0%
O=C(O)CCC(=O)Nc1ccc(S(=O)(=O)N2CCCCCC2)cc1	14%
COc1ccc(N2C(=O)NC(=O)/C(=C/c3cn(Cc4ccccc4)c4ccccc34)C2=O)cc1	7%
CCCOc1ccc(C(=O)N2CCCCC2)cc1OC	26%
O=C(CSc1nc2ccc(Br)cc2c(=O)n1-c1ccccc1)NCc1ccco1	15%
COc1ccc2ccccc2c1CN1CCN(C(=O)c2ccc(F)cc2)CC1	7%
Cc1[nH]n(-c2nc(-c3ccc(Br)cc3)cs2)c(=O)c1C(c1ccc(Br)cc1)C(C#N)C(N)=O (stereo not drawn)	0%
CN(C)S(=O)(=O)c1ccc(C(=O)Nc2nc(-c3cccs3)cs2)cc1	13%
COc1cc(NC(=O)COc2ccc(Br)c(C)c2)c(OC)cc1Cl	29%
CCC(C)NC(=O)c1ccc(C)cc1Cl (stereo not drawn)	2%
CCOC(=O)c1c(NC(=O)c2ccc(OC)c(I)c2)sc2c1CCCC2	8%
Cc1cccc(OCCCCCn2ccnc2)c1C	0%
O=C(NC(=O)C(Cl)(Cl)Cl)Nc1ccc(Cl)c(Cl)c1	4%
COc1ccc(-c2[nH]ncc2/C=N\NC(=O)c2ccccc2I)cc1	7%
O=C1NC(=O)N(c2ccccc2F)C(=O)/C1=C\c1cccs1	0%
CS(=O)(=O)N(CC(=O)Nc1ccccc1Cl)c1cccc(C(F)(F)F)c1	0%
COc1ccc(C(=O)NC(=S)Nc2nc3ccc(C)cc3s2)cc1	12%
Clc1ccc(/C=N\Nc2nc3ccccc3[nH]2)cc1	9%
CCn1c2ccccc2c2cc(NC(=O)c3ccc(OC)cc3)ccc21	11%
Cc1ccc(-c2cc(C(F)(F)F)n3ncc(C(=O)NCc4cccnc4)c3n2)cc1	4%
O=C1C(Cl)=C(Nc2ccc(F)cc2)C(=O)N1c1ccccc1Cl	0%
O=C1C2C3C=CC(CO)(O3)C2C(=O)N1c1cc([N+](=O)[O-])ccc1Cl (stereo not drawn)	8%
COc1ccc(Cl)cc1N1C(=O)C(Cl)=C(Nc2cccc(C)c2C)C1=O	20%
O=C(CN1C(=O)/C(=C/c2ccccc2)SC1=S)Nc1cccc(Br)c1	0%
CCOC(=O)N/N=C/c1c(F)cccc1Cl	5%
O=C(c1cccc([N+](=O)[O-])c1)N1c2ccccc2Sc2ccc(C(F)(F)F)cc21	19%
CC(=O)OC12CC3CC(C1)C(=O)C(C3)C2	15%
C=CCc1cccc2cc(C(=O)Nc3ccc(C)cc3[N+](=O)[O-])c(=O)oc12	28%
COc1ccc(C(=O)Nc2ccc(-c3ccc(NC(=O)c4ccc(OC)cc4)c(Cl)c3)cc2Cl)cc1	2%
COc1cc(C)ccc1OCCOc1cccc2cccnc12	18%
COc1ccc(CC(=O)N2c3ccccc3-c3c(ssc3=S)C2(C)C)cc1	19%
CC(C)Cc1nc2ccccc2n1C(C)C	13%
NC1=NC(=O)/C(=C\c2ccc(-c3ccc(Cl)cc3Cl)o2)S1	44%
Cc1ccc(N2C(=O)CC(NCCc3ccc(Cl)cc3)C2=O)cc1 (stereo not drawn)	0%
COc1ccccc1NN=c1c(=O)c2ccccc2c1=O	4%
CCOc1ccc(OCCCCOc2cccc(C(F)(F)F)c2)cc1	22%
Cc1cc(C)c(NC(=O)C(C)Sc2ccccn2)c(C)c1 (stereo not drawn)	2%
Cc1cccc(NC(=O)c2cc(Cl)ccc2Cl)n1	54%*
CCOc1ccc(NC(=O)CC2S/C(=N\N=C(/C)c3ccc(Cl)cc3)NC2=O)cc1 (stereo not drawn)	0%
COc1cc(OC)cc(C(=O)N2CCN(Cc3ccccn3)CC2)c1	9%
Cc1ccc(NC(=O)N(Cc2ccccc2)C(C)C2CC2)cc1 (stereo not drawn)	8%
Nc1nc2ccccc2n1Cc1ccccc1	2%
O=C(NC(=S)Nc1ccccc1F)c1ccccc1[N+](=O)[O-]	7%
O=C1/C(=C/c2ccc(O)cc2)SC(=S)N1Cc1ccco1	45%
c1ccc2c(c1)CC1(CCCC1)n1nnnc1-2	1%
COc1ccc(Br)cc1/C=C/C(=O)N1CCN(c2ccc([N+](=O)[O-])cc2)CC1	8%
O=C(NC1CCCCCC1)c1cc(-c2ccco2)nc2ccccc12	16%
The list continues.
SMILES	RNase H inhibition
CCOC(=O)c1cc(CC)sc1NC(=O)c1ccccc1	2%
COc1ccc(Br)cc1CN1CCN(C2CC3CCC2C3)CC1 (stereo not drawn)	0%
CCOc1ccc(NC(=S)NC(=O)/C=C/c2ccc(OC)cc2)c([N+](=O)[O-])c1	60%*
CC(C)(C)c1ccc(Oc2c(C(F)(F)F)oc3cc(OCC(N)=O)ccc3c2=O)cc1	13%
CC(C)(C)c1ccc(C(=O)Nc2ccccc2C(F)(F)F)cc1	0%
O=C(Nc1ccccc1)/C(=C/c1ccc2c(c1)OCO2)NC(=O)c1ccc(Br)o1	14%
COc1ccc(/C=C(\NC(=O)c2ccccc2)C(=O)Nc2ccc(C)cc2)cc1OC	20%
O=C(O)c1cc(NS(=O)(=O)c2ccc3c(c2)OCCO3)cc(C(=O)O)c1	7%
CCOc1cc(C=C2C(=O)NC(=S)NC2=O)ccc1OCCOCCOc1ccc(C)cc1	10%
COc1cc(C2Nc3ccc4ccccc4c3C3=C2C(=O)CC(C)(C)C3)c(Br)cc1O (stereo not drawn)	12%
COc1ccc([N+](=O)[O-])cc1NC(=O)c1cc(-c2ccccc2)nc2ccccc12	1%
COc1cc2ccccc2cc1C(=O)NC(=S)Nc1cccc(Cl)c1C	3%
COc1ccc(Cl)cc1N(CC(=O)NCCSCc1ccccc1)S(C)(=O)=O	26%
O=C(Oc1ccc2ccccc2c1)c1cc([N+](=O)[O-])ccc1Cl	5%
CCc1nc2c(cnn2-c2ccccc2)c(=O)n1-c1ccccc1OC	15%
COc1ccc(C(=O)NCCOc2ccccc2)c(OC)c1OC	0%
O=C1NC(=S)S/C1=C\c1ccc(OC(=O)c2ccccc2I)cc1	28%
COc1cc(/C=C2\SC(=S)NC2=O)ccc1Oc1ccc([N+](=O)[O-])cn1	0%
CCOc1ccc2nc(NC(=O)c3ccc(Cl)cc3)sc2c1	16%
CCC(=Nc1cc(Cl)ccc1O)c1c(C(F)(F)F)[nH]n(-c2nc3ccccc3s2)c1=O	9%
COc1ccc(C=NNC(=O)COc2c(C)cccc2C)cc1OC	4%
CN(C)c1ccc(C(NC(=O)Cc2ccccc2)c2c(O)ccc3ccccc23)cc1 (stereo not drawn)	33%
COc1ccc(OCC(=O)Nc2cc(OC)c(Cl)cc2OC)cc1	0%
Cc1c(Cl)cccc1NC(=O)/C(C#N)=C/c1ccc(C(=O)O)cc1	11%
CC(C)Cc1nnc(NC(=O)c2ccccc2I)s1	0%
COc1cc2ccccc2cc1C(=O)Nc1ccc(Cl)cn1	21%
CCC(=O)Nc1ccc(NC(=O)CC)cc1	8%
CCC(=O)Nc1ccc(NC(=S)NC(=O)c2cccc(Br)c2)cc1	4%
COc1ccccc1C/C(N)=N/OC(=O)c1ccco1	0%
O=C(CCCc1c[nH]c2ccccc12)NN=C(/C=C/c1ccccc1)/C=C/c1ccccc1	6%
COc1ccc(Cl)cc1NC(=O)CN(c1ccc(Br)cc1)S(C)(=O)=O	0%
Clc1ccc(-c2nc3ccccc3[nH]2)c(Cl)c1	15%
O=[N+]([O-])c1ccc(Oc2ccc(S(=O)(=O)N3CCN(c4ccccc4)CC3)cc2)cc1	19%
CCc1ccccc1N1C(=O)NC(=O)/C(=C\c2ccc(-c3ccc(F)cc3)o2)C1=O	23%
CCNC(=O)/C(C#N)=C/c1ccc(O)c(OCC)c1	6%
O=C(CN1C(=O)C2(OCCO2)c2ccccc21)c1ccccc1	13%

An excerpt of these results, comma-delimited.
smiles,RNase H inhibition
COc1ccc(C(=O)NCCOc2ccccc2)c(OC)c1OC,0%
O=C1NC(=S)S/C1=C\c1ccc(OC(=O)c2ccccc2I)cc1,28%
COc1cc(/C=C2\SC(=S)NC2=O)ccc1Oc1ccc([N+](=O)[O-])cn1,0%
CCOc1ccc2nc(NC(=O)c3ccc(Cl)cc3)sc2c1,16%
CCC(=Nc1cc(Cl)ccc1O)c1c(C(F)(F)F)[nH]n(-c2nc3ccccc3s2)c1=O,9%
COc1ccc(C=NNC(=O)COc2c(C)cccc2C)cc1OC,4%
CN(C)c1ccc(C(NC(=O)Cc2ccccc2)c2c(O)ccc3ccccc23)cc1 (stereo not drawn),33%
COc1ccc(OCC(=O)Nc2cc(OC)c(Cl)cc2OC)cc1,0%
Cc1c(Cl)cccc1NC(=O)/C(C#N)=C/c1ccc(C(=O)O)cc1,11%
CC(C)Cc1nnc(NC(=O)c2ccccc2I)s1,0%
COc1cc2ccccc2cc1C(=O)Nc1ccc(Cl)cn1,21%
CCC(=O)Nc1ccc(NC(=O)CC)cc1,8%
CCC(=O)Nc1ccc(NC(=S)NC(=O)c2cccc(Br)c2)cc1,4%
COc1ccccc1C/C(N)=N/OC(=O)c1ccco1,0%
O=C(CCCc1c[nH]c2ccccc12)NN=C(/C=C/c1ccccc1)/C=C/c1ccccc1,6%
COc1ccc(Cl)cc1NC(=O)CN(c1ccc(Br)cc1)S(C)(=O)=O,0%
Clc1ccc(-c2nc3ccccc3[nH]2)c(Cl)c1,15%
O=[N+]([O-])c1ccc(Oc2ccc(S(=O)(=O)N3CCN(c4ccccc4)CC3)cc2)cc1,19%
CCc1ccccc1N1C(=O)NC(=O)/C(=C\c2ccc(-c3ccc(F)cc3)o2)C1=O,23%

Next entries.
SMILES	RNase H inhibition
Cc1ccc(C(=O)Nc2ccccc2C(=O)NCCCC(=O)O)cc1	6%
O=C(Nc1cccc(C(=O)c2ccccc2)c1)c1ccc(Cl)cc1	0%
CCCC(C)C(=O)Nc1cccc(Cl)c1Cl (stereo not drawn)	5%
CCOc1ccc(-c2csc(/C(C#N)=C/Nc3ccc(Br)cc3)n2)cc1	0%
CC(=O)c1sc(Nc2ccc(C)cc2)nc1C	15%
CN(C)CCNc1ncnc2c1cnn2-c1ccccc1	10%
CC1=C(C(=O)Nc2cccc(C)c2)C(c2ccc(Cl)cc2Cl)NC(=S)N1 (stereo not drawn)	2%
CCOC(=O)COc1c(Cl)cc(C=C2C(=O)N(C)C(=S)N(C)C2=O)cc1OCC	11%
CCCCCC(=O)N/N=C/c1ccccc1[N+](=O)[O-]	15%
COc1cc(/C=C2\SC(=S)NC2=O)cc(Cl)c1OCCOc1ccc(Cl)c(C)c1	26%

Screens: PubChem BioAssay, MTDP
